uPA generation = cell surface uPA generation inhibition; 330,000 tested, 0.31% active; AID 540303; Potency, µM (titrated, usually from 38.3 µM), without a hit: at the top dose activity change, negative = inhibition, hits mostly inhibitors; cell surface uPA generation assay, qHTS; active = well fitted inhibition curve with a large enough effect; inconclusive = small, poorly fitted or top-dose-only effect; inactive = no such curve, though single readings can be large or run the other way; tested in mouse RAW 264.7 cells; also: potency is read from the fitted curve at half-maximal effect; % is scaled to controls: 0 for no effect and ±100 for the full control effect; nearly all actives have a fitted effect of over 55% in size
Tb PFK inh = inhibitors of T. brucei phosphofructokinase. Potency, µM (top dose mostly 57.5 µM), for the others: top-dose activity, negative = inhibition, usual class: inhibitors. T. brucei PFK, ADP-Glo luminescence. 330,000 tested, 0.17% active;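 also: potency is read from the fitted curve at half-maximal effect; 0% = uninhibited 1x PFK enzyme wells and -100% = no-enzyme wells; nearly all actives have a fitted effect of over 60% in size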
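Compounds were pin-transferred as a titration series up to 57 uM into substrate buffer (0.5 mM F6P, 0.1 mM ATP, pH 8.0), then 1.25 nM PFK was added and reactions ran 45 min before ADP-Glo detection.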
ELG1 genotox = induces genotoxicity in HEK293T cells with luciferase-tagged ELG1 | HEK293T ELG1-luciferase reporter, luminescence, 16 h | Potency, µM (highest dose often 46 µM), for inactives: top-dose activity change, positive = activation, actives largely listed as activators | 330,000 tested, 1.3% active; also: potency is read from the fitted curve at half-maximal effect; % of control where 0% means no effect; nearly all actives have a fitted effect of over 60% in size
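16 hr compound incubation (37 °C, 5% CO2) of HEK293T cells carrying luciferase-tagged ELG1; luciferase then measured by ONE-Glo luminescence after 30 min at RT.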
Coupling enz = coupling enzyme interference in Giardia aldolase counter-screen. coupling enzyme system counterscreen, AmpLite Red fluorescence. activity change, negative = inhibition, % at 58.2 µM, hits read low. 290,000 tested, 0.67% active. AID 2472; in the data active = activity change below about -30%; also: % is scaled to controls: 0 for no effect and ±100 for the full control effect
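Counterscreen of the coupled detection system alone, without aldolase: glyceraldehyde-3-phosphate coupling enzymes plus AmpLite Red readout. Compounds at 57.5 uM final, 10 min RT preincubation, 20 min RT reaction, fluorescence 525/598 nm.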
FLuc counter = counter-screen for miR-21 project: firefly luciferase inhibitors or activators | P08659 | purified FLuc, Km substrates, luminescence inhibition | Potency, µM (series often up to 57.5 µM), without a hit: at the highest dose activity change, negative = inhibition, most hits filed as inhibitors | 360,000 tested, 6.9% active | AID 588342;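 also: potency is read from the fitted curve at half-maximal effect; plate controls were vehicle for no effect and reference inhibitor for full effect; nearly all actives have a fitted effect of over 55% in size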
Target sequence (P08659 whole entry, looked up): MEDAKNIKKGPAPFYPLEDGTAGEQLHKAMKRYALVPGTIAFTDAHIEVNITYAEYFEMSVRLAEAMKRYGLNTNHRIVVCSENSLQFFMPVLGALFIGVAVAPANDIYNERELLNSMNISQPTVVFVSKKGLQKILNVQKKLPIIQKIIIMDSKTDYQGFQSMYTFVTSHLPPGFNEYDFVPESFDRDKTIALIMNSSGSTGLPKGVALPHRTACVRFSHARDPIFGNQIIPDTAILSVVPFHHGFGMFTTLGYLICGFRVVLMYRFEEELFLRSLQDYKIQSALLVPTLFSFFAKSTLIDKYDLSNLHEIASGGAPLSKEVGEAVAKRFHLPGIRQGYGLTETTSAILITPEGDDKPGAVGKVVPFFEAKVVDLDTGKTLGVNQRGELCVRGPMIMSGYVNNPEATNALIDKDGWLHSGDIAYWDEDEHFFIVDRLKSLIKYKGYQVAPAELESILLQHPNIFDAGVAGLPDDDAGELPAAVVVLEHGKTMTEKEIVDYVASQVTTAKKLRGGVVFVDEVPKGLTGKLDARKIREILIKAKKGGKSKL
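Purified P. pyralis luciferase, 10 nM final, with Km-level 10 uM D-luciferin and 10 uM ATP in 50 mM Tris acetate pH 7.5, 10 mM Mg acetate, 0.01% Tween-20, 0.05% BSA; 6-point qHTS titration about 60 µM downward; luminescence read.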
Gal4-VP16 FLuc = inhibits Gal4-VP16 luciferase reporter, ROR gamma counter-screen. Potency, µM (doses to about 53.6 µM), for the others: top-dose activity, negative = inhibition, actives largely listed as inhibitors. Drosophila S2 Gal4-VP16 UAS-luciferase, luminescence, 20 h. 310,000 tested, 3.5% active;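 also: Gal4-VP16 expression switched on by copper sulfate through the metallothionein promoter; potency is read from the fitted curve at half-maximal effect; % is scaled to controls: 0 for no effect and ±100 for the full control effect; nearly all actives have a fitted effect of over 50% in size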
Rab9 promoter act = Rab9 promoter activation; Huh7 Rab9 promoter-luciferase reporter, luminescence, 24 h; Potency, µM (doses to about 9.22 µM), for inactives: at the highest dose activation, negative = inhibition, most hits filed as activators; 320,000 tested, 2.8% active; AID 485297; also: potency is read from the fitted curve at half-maximal effect; % of control where 0% means no effect; nearly all actives have a fitted effect of over 60% in size
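Measured in stably transfected Huh7 cells bearing a Rab9 promoter–luciferase construct: 24 h compound treatment at 37 °C, followed by luminescence detection.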
RORg inh = blocks mouse ROR gamma transcriptional activity. Drosophila S2 Gal4-RORgamma UAS-luciferase reporter, 20 h. AID 2551. Potency, µM (top dose mostly 53.6 µM), inactives show top-dose activity change, negative = inhibition, actives largely listed as inhibitors. P51450. 310,000 tested, 5.4% active; also: potency is read from the fitted curve at half-maximal effect; % is scaled to controls: 0 for no effect and ±100 for the full control effect; nearly all actives have a fitted effect of over 60% in size
Target sequence (P51450 whole entry, looked up, the tested form may be a part): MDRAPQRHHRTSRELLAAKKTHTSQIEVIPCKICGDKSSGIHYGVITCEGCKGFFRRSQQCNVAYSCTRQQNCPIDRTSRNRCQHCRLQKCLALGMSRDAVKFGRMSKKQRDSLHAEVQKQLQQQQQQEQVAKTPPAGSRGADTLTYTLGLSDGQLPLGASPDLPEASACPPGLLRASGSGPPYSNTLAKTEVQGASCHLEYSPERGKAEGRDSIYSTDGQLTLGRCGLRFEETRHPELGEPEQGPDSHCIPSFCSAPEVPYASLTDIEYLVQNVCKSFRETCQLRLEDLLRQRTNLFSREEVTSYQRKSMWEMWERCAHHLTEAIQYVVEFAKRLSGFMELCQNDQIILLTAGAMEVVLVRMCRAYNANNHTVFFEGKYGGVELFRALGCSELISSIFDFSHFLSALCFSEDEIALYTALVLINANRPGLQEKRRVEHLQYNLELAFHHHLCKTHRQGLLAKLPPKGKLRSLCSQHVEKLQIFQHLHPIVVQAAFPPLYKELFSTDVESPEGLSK
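Stably transfected Drosophila Schneider cells are the test system, with ROR gamma fused to Gal4 and luciferase under UAS control; luminescence is read after 20 hr of 700 uM copper sulfate induction at ambient temperature.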
KCNH2 3.1 block = KCNH2 3.1 (human) potassium channel inhibition. AID 720553. activity change, % (tested at about 1.8 µM). 340,000 tested, 0.95% active. U2OS KCNH2 3.1, thallium flux FluxOr; hits give low values;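 active = maximum activity change below -70%; inconclusive = maximum activity change from -70% to -50%; inactive = maximum activity change above -50%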;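 also: thallium influx rate constant from kinetic fluorescence after stimulation buffer; % is scaled to controls: 0 for no effect and ±100 for the full control effect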
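Normalized rate constant (relative to positive and negative DMSO controls) derived from a 2 min kinetic fluorescence read after stimulation; U2OS cells expressing the 3.1 isoform via virus at 1.77 x 10^8 /mL.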
NPC1 promoter act = activates the NPC1 promoter; Huh7 NPC1 promoter luciferase reporter, 24 h; Potency, µM (highest dose often 9.22 µM), for inactives: at the top dose activation, most hits filed as activators; 320,000 tested, 2.4% active; AID 485313;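 also: potency is read from the fitted curve at half-maximal effect; % of control where 0% means no effect; nearly all actives have a fitted effect of over 60% in size; reporter is driven by a mutant NPC1 promoter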
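Huh7 cells stably carrying NPC1 promoter–luciferase, plated in Opti-MEM with 10% FBS for 2 h, were exposed to compound in DMSO for 24 h at 37 °C; luciferase reagent was added for 10 min and luminescence read.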
Giardia killer = kills Giardia lamblia; activity change, % at 7.66 µM, hits read low; 340,000 tested, 0.15% active; Giardia lamblia trophozoite viability; in the data active = activity change below about -80%; inconclusive = between about -30% and that limit;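 also: parasites exposed to compound for two days anaerobically before the ATP read; % is scaled to controls: 0 for no effect and ±100 for the full control effect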
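Trophozoites 100 cells/well + cpd; 48 hrs, 37 deg C, anaerobic. ATPLite 1-Step added, 15-30 min RT, luminescence read (ATP-based viability).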
An asterisk follows results filed as active; ? = inconclusive; · = no result given; ! = repeats disagree; [ ] = remark or other dose. Unless noted, calls follow the shape of the dose curve; as a rule, active = well fitted curve in the direction sought with a large enough effect; inconclusive = small, poorly fitted or top-dose-only effect, or another doubt; inactive = no such curve, though single readings can be large; an effect the other way counts as inactive or inconclusive.

1: CCOC(=O)C1CCCN(C(=O)c2sc3nc(C)nc(N(CC)CC)c3c2C)C1 (stereo not given)
2: COC(=O)c1ccccc1Nc1cc(C)nc2nc(C)nn12
3: CNC(=O)CSc1nnc(CCc2ccccc2)n1-c1ccccc1
4: Cn1cccc1CC(=O)N/N=C/c1cccc([N+](=O)[O-])c1
5: CC(=O)c1c(C(C)=O)c(C)n(-c2ccc(N)cc2)c1C
6: CC(NS(=O)(=O)c1ccc(OCC(=O)NCc2cccnc2)cc1)c1ccccc1 (stereo not given)

entry no.	1	2	3	4	5	6
uPA generation	·	12%	-1%	2%	0%	0%
Tb PFK inh	-1%	-8%	12%	1%	-3%	2%
ELG1 genotox	0%	4%	0%	-3%	-1%	2%
Coupling enz	2	-1	-2	-4	0	3
FLuc counter	3%	-22%	4%	-6%	-2%	-2%
Gal4-VP16 FLuc	14%	-2%	-4%	13%	-5%	1%
Rab9 promoter act	1%	-6%	0%	2%	-3%	-1%
RORg inh	?	4%	-2%	29%	-20%	4%
KCNH2 3.1 block	-20	-2	-8	7	28	12
NPC1 promoter act	-4%	-1%	12%	-4%	1%	0%
Giardia killer	-24	-5	-14	22	1	2

4 of these compounds in another layout:
6: CC(NS(=O)(=O)c1ccc(OCC(=O)NCc2cccnc2)cc1)c1ccccc1 (stereo not given)
  uPA generation = 0% | Tb PFK inh = 2% | ELG1 genotox = 2% | Coupling enz = 3 | FLuc counter = -2% | Gal4-VP16 FLuc = 1% | Rab9 promoter act = -1% | RORg inh = 4% | KCNH2 3.1 block = 12 | NPC1 promoter act = 0% | Giardia killer = 2
3: CNC(=O)CSc1nnc(CCc2ccccc2)n1-c1ccccc1
  uPA generation = -1% | Tb PFK inh = 12% | ELG1 genotox = 0% | Coupling enz = -2 | FLuc counter = 4% | Gal4-VP16 FLuc = -4% | Rab9 promoter act = 0% | RORg inh = -2% | KCNH2 3.1 block = -8 | NPC1 promoter act = 12% | Giardia killer = -14
2: COC(=O)c1ccccc1Nc1cc(C)nc2nc(C)nn12
  uPA generation = 12% | Tb PFK inh = -8% | ELG1 genotox = 4% | Coupling enz = -1 | FLuc counter = -22% | Gal4-VP16 FLuc = -2% | Rab9 promoter act = -6% | RORg inh = 4% | KCNH2 3.1 block = -2 | NPC1 promoter act = -1% | Giardia killer = -5
4: Cn1cccc1CC(=O)N/N=C/c1cccc([N+](=O)[O-])c1
  uPA generation = 2% | Tb PFK inh = 1% | ELG1 genotox = -3% | Coupling enz = -4 | FLuc counter = -6% | Gal4-VP16 FLuc = 13% | Rab9 promoter act = 2% | RORg inh = 29% | KCNH2 3.1 block = 7 | NPC1 promoter act = -4% | Giardia killer = 22

Going on with the list:
7: CCc1ccc(C(=O)NNC(=O)Cn2c(=O)cnc3ccccc32)cc1
8: Cc1cc2c(cc1S(=O)(=O)N1CCN(c3cccc(C)c3C)CC1)OCC(=O)N2
9: Cc1ccc(NC(=O)N2CCC(NC(=O)C(C)(C)C)CC2)cc1
10: Nc1nc2n(n1)C(c1c(F)cccc1Cl)CC(c1ccc(F)cc1)N2 (stereo not given)
11: CCCNC(=O)CN(Cc1ccco1)S(=O)(=O)c1ccc(OCC)cc1
12: Cc1cc(C)c2c3c(sc2n1)C1(CCSCC1)C(C#N)=C(N)O3

entry no.	7	8	9	10	11	12
uPA generation	-4%	8%	0%	-3%	3%	0%
Tb PFK inh	-1%	-5%	15%	16%	-4%	2%
ELG1 genotox	-2%	-4%	2%	2%	0%	-3%
Coupling enz	·	-1	-1	-2	-1	0
FLuc counter	2%	-1%	0%	0%	2%	?
Gal4-VP16 FLuc	·	-4%	-6%	-15%	6%	1%
Rab9 promoter act	-1%	-8%	-5%	-6%	1%	1%
RORg inh	·	7%	6%	36%	1%	?
KCNH2 3.1 block	17	-17	-3	8	0	7
NPC1 promoter act	-1%	3%	3%	-5%	0%	3%
Giardia killer	12	-16	5	-11	6	-13

13: Cc1ccc(S(=O)(=O)N(C)c2ccc(C(=O)N3CCC(C(N)=O)CC3)cc2)cc1
14: CNc1nc(Cl)nc(Nc2ccccc2)n1
15: CCOc1ccc(NC(=O)c2ccc3c(c2)CCN3S(C)(=O)=O)cc1
16: CCOC(=O)CSc1nc2sc(C(=O)O)c(C)c2c(=O)[nH]1
17: O=[N+]([O-])c1ccc(CSc2ccc(S(=O)(=O)N3CCCC3)cn2)cc1
18: COc1ccccc1NC(=O)CN1C(=O)CSC(C)C1=O (stereo not given)

entry no.	13	14	15	16	17	18
uPA generation	-1%	-27%	5%	5%	?	-85%
Tb PFK inh	·	0%	-3%	-9%	-8%	3%
ELG1 genotox	·	?	-3%	-4%	-4%	-1%
Coupling enz	4	2	0	-1	·	2
FLuc counter	3%	-7%	-8%	3%	·	1%
Gal4-VP16 FLuc	11%	?	-5%	-7%	·	-6%
Rab9 promoter act	·	27%	0%	-6%	2%	-2%
RORg inh	11%	16%	?	-42%	·	0%
KCNH2 3.1 block	-2	3	-2	-23	-24	0
NPC1 promoter act	·	2%	1%	0%	-1%	-3%
Giardia killer	1	10	3	12	?	18

(further entries)
entry	SMILES	uPA generation	Tb PFK inh	ELG1 genotox	Coupling enz	FLuc counter	Gal4-VP16 FLuc	Rab9 promoter act	RORg inh	KCNH2 3.1 block	NPC1 promoter act	Giardia killer
19	O=c1cc(Cl)[nH]c(=O)n1Cc1ccccc1	4%	0%	-3%	7	-2%	-5%	-1%	18%	-1	0%	-11
20	COCCCNC(=S)Nc1ccc(C)cc1[N+](=O)[O-]	-15%	-2%	10%	5	-13%	1%	18%	-23%	9	7%	-4
21	Cc1ccccc1OCC(=O)NC(=S)Nc1ccc(N2CCOCC2)c(Cl)c1	-3%	-5%	-2%	2	3%	?	-1%	?	-22	-1%	4
22	COc1ccc(-c2nnc(SCC(=O)c3cccs3)n2-c2ccc(Cl)cc2)cc1	-4%	9%	2%	9	-3%	1%	-12%	?	-10	2%	-1
23	COc1cccc(C2=NOC(C(=O)NC(C)(C)C)C2)c1 (stereo not given)	·	1%	0%	1	0%	-5%	-6%	-17%	3	-3%	1
24	CCc1c(C)sc(NC(=S)N2CC(C)OC(C)C2)c1C(=O)OC (stereo not given)	-10%	5%	-5%	-3	2%	-16%	-10%	7.1µM*	2	2%	4
25	Cc1ccc(S(=O)(=O)NCCC(=O)N2CCC(C)CC2)cc1	7%	-6%	-2%	·	-1%	·	1%	·	6	-5%	-11
26	COc1ccc(CCNC(=O)C2CCCN(c3ncnc4c3nc3n4CCCCC3)C2)c(OC)c1 (stereo not given)	1%	5%	-5%	2	4%	7%	-4%	19%	-6	-2%	-1
27	COC(=O)CCC(=O)OC1(C)C(=O)C2=CN(CCN3CCOCC3)C(c3ccc(OC)cc3)=CC2=C(Br)C1=O (stereo not given)	·	-4%	1%	-37*!	4%	0%	-2%	2%	·	-1%	·
28	CCn1cc(/C=N/NC(=O)COc2cccc3cccnc23)c2ccccc21	2%	14%	1%	0	?	-11%	-1%	34%	-2	6%	1
29	COc1cc2cc(Oc3ccc4ccc(=O)oc4c3)c(=O)oc2cc1OC(=O)/C=C/c1ccccc1	2%	4%	9%	-3	0%	17%	-6%	18%	-3	-9%	2
30	Cc1cccc(NS(=O)(=O)c2cc(OCC(N)=O)c(C)cc2Cl)c1	3%	1%	-2%	-2	3%	5%	-1%	37%	-15	0%	18
31	Cc1cc(Cl)c2oc(C(=O)NC3CCC(O)CC3)c(C)c2c1 (stereo not given)	-1%	-5%	?	1	-18%	-1%	9%	4%[1.91 µM]	-10	3%	8
32	COc1ccc(C(=O)COc2ccccc2C(=O)Nc2ccccc2)cc1	3%	-5%	-13%	-4	-13%	3%	-5%	22%	-19	-1%	7
33	Clc1cccc2sc(N3CCCCC3)nc12	1%	-5%	23µM*	1	24µM*	-8%	?	?	-4	29%	-5
34	O=C(OCC(=O)c1cccs1)c1ccc([N+](=O)[O-])o1	0%	-16%	-1%	-1	-8%	-3%	2%	-26%	0	-3%	-22
35	COc1cc(/C=N\N=C2/SC(CC(=O)O)C(=O)N2c2ccc(O)cc2)ccc1O (stereo not given)	4%	-2%	-1%	5	?	-5%	-5%	-8%	-3	-6%	-1
36	Cc1cc(=O)n2nc(-c3ccccc3)sc2n1	-4%	-9%	?	2	?	-22%	2µM*	?	-5	?	-14
37	CC(=O)c1c2c3c(cccc3n(C)c1=O)C(=O)c1ccccc1-2	6%	2%	-18%	2	5%	7%	-6%	20%	12	-2%	7
38	CN1CCN(c2nc3c(c(=O)n(C)c(=O)n3C)n2CCSc2nc3ccccc3s2)CC1	7%	0%	-6%	2	1%	4%	-2%	-1%	-1	-1%	-1
39	COc1ccc(S(=O)(=O)N2CCOCC2)cc1NC(=O)c1ccc(=O)[nH]c1	2%	-3%	3%	·	0%	·	10%	·	-8	-1%	6

Screening results: PubChem, National Center for Advancing Translational Sciences (NCATS)
